TRPV1 ag = human TRPV1 agonism. TRPV1-expressing cells, Fluo-8 calcium influx, agonist mode. 320,000 tested, 0.19% active. activation, % at 8.33 µM. Q8NER1. AID 540275; in the data active means activation above about 80%; inconclusive means between about 30% and that limit; further: 0% is about no effect
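Fluo-8 calcium influx in TRPV1-expressing cells, kinetic read (ex 480/em 520 nm). Compound added and read 3 min for agonist activity, followed by capsaicin at EC20 final and 2 min further read for enhancement.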
Giardia kill = Giardia lamblia killing. activity change, % at 7.66 µM, hits read low. Giardia lamblia trophozoite viability. 340,000 tested, 0.15% active. AID 540267; in the data active means activity change below about -80%; inconclusive means between about -30% and that limit;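 further: parasites exposed to compound for two days anaerobically before the ATP read; on the % scale 0 is the no-effect control and ±100 the full control effect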
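Anaerobic 48 hrs incubation at 37 deg C of 100 trophozoites/well with test compounds; ATPLite 1-Step luminescence, 15-30 min RT, reports cellular ATP as viability.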
Menin MLL FP TR = displaces Texas Red mutant MLL peptide from human menin; Menin + Texas Red MLL mutant peptide, fluorescence polarization; Potency, µM (titrated, usually from 61.6 µM), for inactives: at the top dose FP activity change, negative = inhibition, hits mostly inhibitors; 270,000 tested, 0.23% active; AID 1768; active means well fitted inhibition curve with a large enough effect in the polarisation, with a control signal flat, not every such curve was filed as active; inconclusive means small, poorly fitted or top-dose-only effect, or effect the other way, or a change in a side signal; inactive means no such curve, though single readings can be large or run the other way; the % refers to the polarisation; further: potency means the concentration at half of the fitted maximal effect; % of control where 0% means no effect; many of its hits are not listed in these tables
hERG WT inh = blocks the wildtype human KCNH2 potassium channel. Q12809. U2OS, BacMam KCNH2, thallium flux FluxOr; hits give low values. activity change, % at 1.84 µM. 340,000 tested, 0.37% active. AID 720551;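 active means maximum activity change below -70%; inconclusive means maximum activity change between -70% and -50%; inactive means maximum activity change above -50%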; further: on the % scale 0 is the no-effect control and ±100 the full control effect
Target sequence (Q12809 whole entry, looked up): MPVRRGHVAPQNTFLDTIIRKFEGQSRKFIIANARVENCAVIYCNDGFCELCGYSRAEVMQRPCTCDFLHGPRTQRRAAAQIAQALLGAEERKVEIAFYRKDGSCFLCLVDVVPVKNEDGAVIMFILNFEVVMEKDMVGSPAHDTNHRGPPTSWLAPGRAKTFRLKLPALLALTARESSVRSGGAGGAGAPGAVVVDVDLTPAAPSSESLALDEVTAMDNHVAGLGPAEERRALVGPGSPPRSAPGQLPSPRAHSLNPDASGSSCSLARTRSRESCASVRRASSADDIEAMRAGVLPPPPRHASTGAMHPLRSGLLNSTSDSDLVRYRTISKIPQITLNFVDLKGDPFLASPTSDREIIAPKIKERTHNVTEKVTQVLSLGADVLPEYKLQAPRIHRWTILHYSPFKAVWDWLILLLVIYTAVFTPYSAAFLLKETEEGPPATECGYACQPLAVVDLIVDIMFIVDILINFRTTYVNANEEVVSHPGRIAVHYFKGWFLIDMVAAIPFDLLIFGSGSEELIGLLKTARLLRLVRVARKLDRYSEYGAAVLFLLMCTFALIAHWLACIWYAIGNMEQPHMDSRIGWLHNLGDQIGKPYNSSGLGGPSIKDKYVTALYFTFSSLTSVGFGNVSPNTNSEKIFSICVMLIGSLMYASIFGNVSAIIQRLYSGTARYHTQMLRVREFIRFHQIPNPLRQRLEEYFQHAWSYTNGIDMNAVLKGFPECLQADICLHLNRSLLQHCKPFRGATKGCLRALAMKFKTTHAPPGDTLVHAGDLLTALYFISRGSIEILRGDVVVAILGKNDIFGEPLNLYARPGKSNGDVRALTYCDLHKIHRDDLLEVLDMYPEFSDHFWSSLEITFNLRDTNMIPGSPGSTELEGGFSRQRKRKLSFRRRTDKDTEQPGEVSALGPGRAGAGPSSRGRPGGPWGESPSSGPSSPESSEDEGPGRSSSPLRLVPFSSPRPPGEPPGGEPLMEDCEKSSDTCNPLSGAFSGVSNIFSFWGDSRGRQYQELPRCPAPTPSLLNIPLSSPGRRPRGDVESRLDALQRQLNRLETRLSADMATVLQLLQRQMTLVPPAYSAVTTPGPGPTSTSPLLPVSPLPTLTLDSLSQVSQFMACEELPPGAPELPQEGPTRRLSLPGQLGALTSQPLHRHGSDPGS
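U2OS cells were transduced with wild-type KCNH2 virus (2.03 x 10^8 / mL) for 4 h at room temperature, then cultured overnight at 37 C. Thallium flux was read with FluxOr dye. Rate constants were normalized to DMSO controls.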
KCNH2 3.1 inh = inhibitors of human KCNH2 3.1 potassium channel isoform. U2OS KCNH2 3.1, thallium flux FluxOr; hits give low values. activity change, % (tested at about 1.8 µM). 340,000 tested, 0.95% active;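 active means maximum activity change below -70%; inconclusive means maximum activity change from -70% to -50%; inactive means maximum activity change above -50%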;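 further: thallium influx rate constant from kinetic fluorescence after stimulation buffer; on the % scale 0 is the no-effect control and ±100 the full control effect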
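Thallium flux read-out: FluxOr dye with Red40 quencher in HBSS/HEPES, 45 min at RT. Rate constants from kinetic reads were normalized to positive and negative DMSO controls. Cells: U2OS virally expressing the 3.1 isoform.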
B2AR arrestin = recruits beta-arrestin to the human beta2-adrenergic receptor | beta-arrestin recruitment to beta2AR, cell-based reporter | Potency, µM (series often up to 46.1 µM), inactives show at the top dose activation, hits mostly activators | 330,000 tested, 0.02% active | AID 492947;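 further: potency means the concentration at half of the fitted maximal effect; 0% = DMSO controls and full agonism = EC100 isoproterenol or metaproterenol; nearly all actives have a fitted effect of over 65% in size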
MLL CXXC-DNA inh = inhibitors of human MLL CXXC domain-DNA interaction; Q03164; 290,000 tested, 0.037% active; Potency, µM (titrated, usually from 115 µM), without a hit: top-dose activity change, negative = inhibition, usual class: inhibitors; AID 2662; MLL-CXXC / FITC-HOXA9 DNA fluorescence polarization; active means well fitted inhibition curve with a large enough effect in the polarisation, with a control signal flat, not every such curve was filed as active; inconclusive means small, poorly fitted or top-dose-only effect, or effect the other way, or a change in a side signal; inactive means no such curve, though single readings can be large or run the other way; the % refers to the polarisation; further: potency means the concentration at half of the fitted maximal effect
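Fluorescence polarization: 7 uM MLL-CXXC (stock) preincubated 5 min with compounds, then 50 nM fluorescein-HOX-A9 DNA (stock) added; 30 min ambient. Buffer 50 mM Tris-HCl pH 7.5, 50 mM NaCl, 1 mM DTT, 0.05% BSA.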
USP2a block = blocks human ubiquitin-specific protease USP2a; Potency, µM (doses to about 38.3 µM), inactives show at the top dose activity change, negative = inhibition, hits mostly inhibitors; O75604; USP2 core, Ub-CHOP2 coupled fluorogenic reporter, 485/531; 330,000 tested, 0.01% active;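 further: potency means the concentration at half of the fitted maximal effect; plate controls were DMSO wells for no effect and full inhibition by NEM control for full effect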
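Cell-free coupled assay: 10nM USP2 core preincubated 30min RT with compound in Tris-HCl pH 8.0/CaCl2/CHAPS buffer, then 25nM Ub-CHOP2 and 25nM reporter substrate; fluorescence (Ex 485/Em 531) read after 60min RT, normalized to NEM inhibition, concentration-response curves fitted.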
GALK inh = inhibitors of human galactokinase; P51570; Purified GALK, Kinase-Glo residual ATP luminescence; Potency, µM (doses to about 57.5 µM), without a hit: at the top dose activity change, negative = inhibition, actives largely listed as inhibitors; 270,000 tested, 0.007% active; further: potency means the concentration at half of the fitted maximal effect; on the % scale 0 is the no-effect control and ±100 the full control effect
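Human GALK (5 nM) with 35 uM ATP and 100 uM galactose in 20 mM HEPES pH 8.0, 5 mM MgCl2, 60 mM NaCl, 1 mM DTT, 0.01% BSA. After 1 h at room temperature, leftover ATP was read by Kinase-Glo Plus luminescence.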
PKM2 activator = PKM2 (human) enzyme activation. P14618. purified PKM2, Kinase-Glo ATP luminescence, activation; response scale: 0% is enzyme alone, no compound. Potency, µM (highest dose often 57.5 µM), without a hit: top-dose activation, hits mostly activators. 260,000 tested, 0.34% active. AID 1631; further: potency means the concentration at half of the fitted maximal effect; on the % scale 0 is the no-effect control and ±100 the full control effect; nearly all actives have a fitted effect of over 55% in size
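Purified hPK-M2 (>95%) run at intermediate activity with 0.1 mM ADP and 0.5 mM PEP in 50 mM imidazole pH 7.2, KCl, MgCl2; 1 h room temperature. ATP formed read by Kinase-Glo luminescence; normalized to uninhibited and no-enzyme controls.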
Coupling enz = coupling enzyme interference in Giardia aldolase counter-screen; activity change, negative = inhibition, % at 58.2 µM, hits read low; 290,000 tested, 0.67% active; coupling enzyme system counterscreen, AmpLite Red fluorescence; in the data active means activity change below about -30%; further: on the % scale 0 is the no-effect control and ±100 the full control effect
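Final compound at 57.5 uM, incubated 10 min at RT with coupling enzyme reagent (glyceraldehyde-3-phosphate), then 20 min with substrate and AmpLite Red detection. Fluorescence read at 525/598 nm; tests interference with the coupling assay, not aldolase inhibition.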
Numbers without * were called inactive; ? = inconclusive; . = no result given; & = joins results of further samples; [ ] = dose if it differs, or a comment. Unless noted, the call rests on the fitted dose curve; in most records, active means well fitted curve in the direction sought with a large enough effect; inconclusive means small, poorly fitted or top-dose-only effect, or another doubt; inactive means no such curve, though single readings can be large; an effect the other way counts as inactive or inconclusive. Not all compounds are listed. The share of hits here may be higher or lower than overall.

cpd | Structure | PKM2 activator | B2AR arrestin | GALK inh | USP2a block | KCNH2 3.1 inh | Coupling enz | Giardia kill | hERG WT inh | MLL CXXC-DNA inh | Menin MLL FP TR | TRPV1 ag
1 | Cc1cccc(CN(C)C)c1OC(=O)N(C)C | 4% | 0.1% | 0% | -1% | 0 | 1 | -9 | 4 | -1% | -7% | -3
2 | N#CCCn1cc(C(=O)NCc2ccccc2)c(-c2ccc3c(c2)OCCO3)n1 | -6% | 0.1% | 6% | 2% | 0 | 2 | 0 | 2 | 8% | 6% | 3
3 | C[C@]12CC(=O)CC1CCC1C2CC[C@@]2(C)C1CC[C@@H]2O (stereo partly drawn) | 1%[0.46 µM] | -0.6% | 6% | 1% | 9 | 1 | 24 | -5 | 0% | -4% | -5
4 | Cc1ccc2c(c1)C1C[N+](C)(CC(=O)c3ccc(Cl)cc3Cl)CCC1N2C(=O)c1ccc(F)cc1 (stereo not drawn) | . | -0.7% | . | 5% | -12 | . | 9 | 0 | . | . | .
5 | CCN(CC)S(=O)(=O)c1cccc(N=Nc2c(O)n(CC)c(=S)n(CC)c2=O)c1 | 22% | 0.0% | 1% | 1% | -13 | 2 | -10 | -7 | 15% | . | -3
6 | O=S(=O)(c1ccc(F)cc1)N1CCCC1c1cccnc1 (stereo not drawn) | 3% | -0.7% | 9% | 0% | 8 | 2 | 5 | -17 | 0% | . | 0
7 | COC(=O)C1=C(c2cccc(OCc3ccccc3)c2)C[C@@H]2CC[C@H]1N2C(=O)NCc1cc(C)oc1C(F)(F)F | . | 0.0% | . | -1% | -34 | . | 6 | -8 | . | . | 3
8 | CC(C)n1c(O)c(C2c3cc(Cl)ccc3Oc3[nH]c(=O)n(C(C)C)c(=O)c32)c(=O)[nH]c1=O (stereo not drawn) | 14µM* | -0.2% | -6% | 2% | 0 | 9 | 4 | -1 | -1% | . | 2
9 | CC1=C2C3OC(=O)C(C)C3CC[C@@]2(C)C=CC1=O (stereo partly drawn) | 2% | -0.5% | 0% | -2% | 3 | 1&0 | 4 | 0 | 2% | -2% | 2
10 | Cc1cc(N2C(=O)C3CCCN3C2c2ccccc2)no1 (stereo not drawn) | -18% | -0.4% | 0% | -5% | 11 | -5 | 3 | 1 | 1% | -7% | 1
11 | O=P(N1CCCCC1)(N1CCCCC1)C(Cl)(Cl)Cl | 0% | 0.3% | 0% | 0% | -9 | 3 | -20 | -1 | -4% | ? | 2
12 | COC(=O)C1=C(c2ccc(OC(F)(F)F)cc2)C[C@@H]2CC[C@H]1N2C(=O)NCC1CC1 | . | -0.8% | . | 0% | 2 | . | -21 | 2 | . | . | 11

Retrieved by structure from the list above:
cpd | Structure | PKM2 activator | B2AR arrestin | GALK inh | USP2a block | KCNH2 3.1 inh | Coupling enz | Giardia kill | hERG WT inh | MLL CXXC-DNA inh | Menin MLL FP TR | TRPV1 ag
5 | CCN(CC)S(=O)(=O)c1cccc(N=Nc2c(O)n(CC)c(=S)n(CC)c2=O)c1 | 22% | 0.0% | 1% | 1% | -13 | 2 | -10 | -7 | 15% | . | -3
12 | COC(=O)C1=C(c2ccc(OC(F)(F)F)cc2)C[C@@H]2CC[C@H]1N2C(=O)NCC1CC1 | . | -0.8% | . | 0% | 2 | . | -21 | 2 | . | . | 11
4 | Cc1ccc2c(c1)C1C[N+](C)(CC(=O)c3ccc(Cl)cc3Cl)CCC1N2C(=O)c1ccc(F)cc1 (stereo not drawn) | . | -0.7% | . | 5% | -12 | . | 9 | 0 | . | . | .
1 | Cc1cccc(CN(C)C)c1OC(=O)N(C)C | 4% | 0.1% | 0% | -1% | 0 | 1 | -9 | 4 | -1% | -7% | -3
11 | O=P(N1CCCCC1)(N1CCCCC1)C(Cl)(Cl)Cl | 0% | 0.3% | 0% | 0% | -9 | 3 | -20 | -1 | -4% | ? | 2

(continued)
cpd | Structure | PKM2 activator | B2AR arrestin | GALK inh | USP2a block | KCNH2 3.1 inh | Coupling enz | Giardia kill | hERG WT inh | MLL CXXC-DNA inh | Menin MLL FP TR | TRPV1 ag
13 | COc1ccc(N2C(=O)/C(=C/c3ccc(C)o3)C(=O)NC2=S)cc1 | . | -0.2% | 3% | 2% | -13 | 1 | -5 | 5 | ? | 43%[activator] | -4
14 | C#C[C@]1(O)CC[C@H]2[C@@H]3CCC4=Cc5nc6nc7ccccc7n6cc5C[C@]4(C)[C@H]3CC[C@@]21C | . | 0.2% | . | 16% | -46 | . | -26 | ? | . | . | -1
15 | CN(Cc1ccccc1)C(=C(Cl)Cl)/C(=C1/NCCN1Cc1ccc(Cl)nc1)[N+](=O)[O-] | -3% | 0.4% | 1% | -1% | -6 | 6 | -2 | -9 | 6% | 5% | -9
16 | COC(=O)C1=C(c2ccccc2OCc2ccccc2)C[C@@H]2CC[C@H]1N2C(=O)NCc1ccc(OC)c(OC)c1 | . | -1.5% | . | 2% | 0 | . | 2 | -5 | . | . | ?
17 | CCOc1ccc(N2C(=O)/C(=C/c3ccc(C)o3)C(=O)NC2=S)cc1 | 3% | 0.5% | 2% | 1% | 13 | 7 | 20 | 4 | ? | 27% | 1
18 | CN(C)C(=O)Oc1ccc(OCc2cccc[n+]2C)cc1 | 2% | -0.8% | 1% | -18% | 5 | -5 | 6 | -5 | 5% | -6% | -4
19 | Cc1ccc(S(=O)(=O)N(C)C)cc1NC(=O)C(C)[N+]12CCN(CC1)CC2 (stereo not drawn) | 5% | -0.2% | 0% | -1% | -2 | -1 | -26 | -1 | 2% | -29% | 4
20 | CC(=O)N1CN2CN(C1)CN(C(C)=O)C2 | -6% | -0.4% | . | 6% | 8 | -3 | 2 | 11 | 6% | 14% | -2
21 | CCNCCNc1ccc([N+](=O)[O-])c2cccnc12 | -4% | -0.9% | 1% | 1% | 0 | -1 | 17 | -1 | ? | . | .
22 | COc1cccc(CNCCc2ccccc2)c1OC | -1% | -0.2% | 1% | 0% | -24 | 1 | -16 | 1 | 1% | 1% | -1
23 | Cc1ccc2c(c1)[C@@H]1CN(C)CC[C@@H]1N2C(=O)Nc1cccc(C(F)(F)F)c1 | -4% | -0.1% | 0% | 0% | -24 | -1 | -9 | -3 | 8% | 9% | 7
24 | CC(=O)c1ccc2c(c1)C1C(Cl)C(Sc3ccccc3[N+](=O)[O-])CC1C(C(=O)O)N2 (stereo not drawn) | -9% | 0.3% | 1% | 2% | -19 | 5 | -1 | 0 | ? | ? | -4
25 | COc1ccc(C(=O)Nc2cc(Cl)ccc2C(=O)O)cc1 | -42% | 0.3% | -1% | 0% | -4 | -24 | -23 | 16 | 21% | ? | 0
26 | CC(C)CCOP(=O)(c1ccc(N(C)C)cc1)C(O)c1c(Cl)cccc1Cl (stereo not drawn) | . | -0.5% | -4% | -2% | 12 | 0 | 0 | 0 | 2% | ? | 17
27 | CN1C(=O)C(=Cc2ccc(N3CCCCCC3)o2)C(=O)N(C)C1=S | -5% | 0.2% | 7% | 3% | -9 | -1 | -7 | -7 | ? | ? | 15
28 | CCOC(=O)c1c(/N=C/c2c(O)n(-c3ccccc3F)c(=S)[nH]c2=O)sc2c1CCCC2 | 4% | -1.2% | -1% | 1% | -8 | -49* | 8 | -25 | ? | 1% | 5
29 | CCCCC(=O)N/N=C/c1c(O)n(CC)c(=S)[nH]c1=O | -4% | 0.0% | 1% | -2% | 3 | 1 | 5 | -12 | 0% | -9% | 5
30 | CSc1ccc(C(=O)C2CCCN(CCCn3cccn3)C2)cc1 (stereo not drawn) | 12% | 0.6% | 0% | 1% | -17 | 1 | -3 | 40 | 4% | -12% | 8
31 | O=C(Cc1ccc(Cl)c(Cl)c1)NCC1(N2CCOCC2)CCCCC1 | -7% | -0.4% | -1% | 2% | 7 | 0 | 6 | 17 | -8% | -2% | ?
32 | O=C(c1cc(S(=O)(=O)N2CCCCC2)ccc1F)N1CCC2(CC1)OCCO2 | 1% | 0.0% | 2% | -4% | -9 | 4 | 1 | -3 | 12% | 0% | -2
33 | CNC(C(=O)c1ccccc1)C(OC)c1ccccc1 (stereo not drawn) | -5% | -0.3% | 0% | 3% | -5 | -3 | -4 | 1 | -2% | -11% | -2
34 | CCCCn1c(O)c(C(CC)=NCc2cccnc2)c(=O)[nH]c1=O | 6% | 0.1% | -2% | 2% | -4 | 1 | 5 | -12 | -5% | -4% | 1
35 | CC[C@H](C)/C=C(C)/C=C/C1=CC2=C(Cl)C(=O)[C@](C)(OC(C)=O)C(=O)C2=CO1 | . | -0.7% | . | -1% | -10 | . | -10 | 3 | . | . | .
